KLK7 zymogen act – proKLK7 (human) activation, primary screen; P49862; AID 652039; purified proKLK7, EDANS-DABCYL substrate fluorescence; 100% is mature enzyme control, 0% vehicle; activation, % at 7 µM; hit rate 0.9% among 370,000;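 active = activation above the mean of all tested compounds plus 3 SD, computed per campaign excluding outliers beyond control limits, cut at about 13% in these data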
DAX1 inh-1 – DAX1 (NR0B1) inhibition, primary screen | HEK293T StAR-luciferase reporter, SF-1/DAX-1 repression relief | inhibition, % at 6.8 µM | hit rate 1.1% among 370,000 | AID 652010;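 active = inhibition above the mean over all tested compounds plus 3 SD, cut at about 3.6% in these data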;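 note: 0% = DAX-1 cells with DMSO and 100% = cells lacking DAX-1 with DMSO; higher inhibition means more luminescence from relief of DAX-1 repression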
hgDAF12 agonist – activates the H. glycines DAF-12 receptor ligand-binding domain; activation, % at 6.8 µM; HEK293 GAL4-hgDAF12 UAS-luciferase reporter, agonist luminescence; normalized to butyrate control; hit rate 1.8% among 370,000; AID 687014;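 active = activation above a cutoff set at the mean of all screened compounds plus 3 SD, cut at about 10% in these data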;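 note: 0% = DMSO wells and 100% = sodium butyrate wells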
hcDAF-12 act – activates DAF-12 receptor from parasite H. contortus; HEK293 hcDAF-12 lit1-tk-luc reporter, luminescence; 0% DMSO, 100% Δ7-dafachronic acid; activation, % at 6.8 µM; hit rate 1.4% among 370,000; AID 652067;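 active = activation above the mean of all tested compounds plus 3 SD, cut at about 5.5% in these data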;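 note: 100% = response to 3 µM Δ7-dafachronic acid high control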
GC-A act – GC-A (human) enzyme activation; HEK293 GC-A cells, cGMP TR-FRET, EC30 ANP; 0% at EC30 ANP, 100% saturating ANP; activation, % at 10 µM; hit rate 0.14% among 370,000; AID 1671463; in the data active = activation above about 40%
NPR2 activator – GC-B (human) receptor activation; hit rate 0.11% among 370,000; AID 1920062; HEK293-GC-B cells, CNP EC30, cGMP TR-FRET; 0% at EC30 CNP, 100% saturating CNP; P20594; activation, % at 10 µM;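 active = activation at 10 µM reaching about 35% in either raw or pattern-adjusted values, limit read from the data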
Target sequence (P20594 whole entry, looked up): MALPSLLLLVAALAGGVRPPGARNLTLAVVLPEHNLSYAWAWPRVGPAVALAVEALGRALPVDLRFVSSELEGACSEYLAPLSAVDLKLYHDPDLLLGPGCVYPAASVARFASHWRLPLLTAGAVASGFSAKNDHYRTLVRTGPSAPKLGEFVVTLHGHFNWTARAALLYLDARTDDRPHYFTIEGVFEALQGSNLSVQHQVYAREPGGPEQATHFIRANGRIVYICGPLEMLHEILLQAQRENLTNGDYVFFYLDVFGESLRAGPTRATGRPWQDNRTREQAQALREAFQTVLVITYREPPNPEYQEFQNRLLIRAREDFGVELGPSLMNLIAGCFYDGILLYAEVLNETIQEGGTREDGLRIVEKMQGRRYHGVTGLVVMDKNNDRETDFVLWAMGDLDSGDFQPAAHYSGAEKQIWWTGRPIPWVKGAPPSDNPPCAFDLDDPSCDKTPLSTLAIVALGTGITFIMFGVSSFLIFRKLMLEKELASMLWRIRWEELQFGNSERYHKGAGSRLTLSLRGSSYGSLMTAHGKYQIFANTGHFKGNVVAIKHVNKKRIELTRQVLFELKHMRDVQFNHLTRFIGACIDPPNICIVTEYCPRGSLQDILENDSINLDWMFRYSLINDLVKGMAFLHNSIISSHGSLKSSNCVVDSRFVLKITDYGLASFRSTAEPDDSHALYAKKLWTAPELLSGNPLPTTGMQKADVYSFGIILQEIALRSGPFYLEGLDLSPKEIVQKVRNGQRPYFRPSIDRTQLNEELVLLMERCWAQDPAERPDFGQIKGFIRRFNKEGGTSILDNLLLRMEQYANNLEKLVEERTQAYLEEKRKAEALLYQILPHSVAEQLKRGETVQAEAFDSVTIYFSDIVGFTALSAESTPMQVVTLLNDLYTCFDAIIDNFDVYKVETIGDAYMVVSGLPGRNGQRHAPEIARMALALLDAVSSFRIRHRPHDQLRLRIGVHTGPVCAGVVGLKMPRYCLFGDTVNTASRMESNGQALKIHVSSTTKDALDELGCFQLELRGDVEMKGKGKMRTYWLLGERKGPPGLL
DAX1 inh-2 – inhibits human nuclear receptor DAX1; inhibition, % at 6.75 µM; AID 504766; P51843; hit rate 0.99% among 340,000; HEK293 Gal4-DAX1 luciferase reporter, luminescence;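 active = inhibition above the mean over all tested compounds plus 3 SD, cut at about 4.2% in these data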;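 note: 0% = DAX1-transfected cells with DMSO and 100% = empty-vector control cells with DMSO; inhibition shows as a rise in luminescence from relieved DAX1 repression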
sPLA2-III inh – Blocks human group III sPLA2 activity | Q9NZ20 | QFRET BODIPY PC-A2 liposome hydrolysis, fluorescence | inhibition, % at 12.2 µM | hit rate 0.56% among 370,000;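 active = inhibition above mean plus 3 SD of compounds lying within the high and low control bounds, cut at about 19% in these data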;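 note: 0% = median of test compound wells and 100% = no enzyme DMSO wells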
ssDAF12 agonist – activators of S. stercoralis DAF-12 nuclear receptor; activation, % at 6.8 µM; hit rate 1% among 370,000; HEK293 ssDAF-12/GRIP1 lit1-tk-luc reporter, luminescence; % of 3 µM dafachronic acid response;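 active = activation above the mean over all tested compounds plus 3 SD, cut at about 0.9% in these data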;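 note: 0% = DMSO-only wells and 100% = 3 µM delta7-dafachronic acid wells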
GAA850 FXN act – activators of GAA850 frataxin (FXN) promoter; HEK293 lucGAA850 FXN promoter luciferase reporter, 24 h; percent of 10 µM SAHA response; activation, % at 6 µM; hit rate 0.56% among 360,000;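 active = activation above the average of all compounds screened plus 3 SD, cutoff fixed separately per campaign, cut at about 7.5% in these data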;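 note: 0% = DMSO wells and 100% = 10 µM SAHA wells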
SMARCA2 act – activators of SMARCA2 function. activation, % at 9.1 µM. hit rate 1% among 370,000. MG213 cells, MMTV-luciferase reporter, dexamethasone, overnight. AID 652017; in the data active = activation above about 7.8%;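 note: 0% = vehicle wells and 100% = reference activator wells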
Active calls of the source: *; nt = not tested or not shown. Not a hit list, and some 6.7% of all compounds hit somewhere here.

SMILES	KLK7 zymogen act	DAX1 inh-1	hgDAF12 agonist	hcDAF-12 act	GC-A act	NPR2 activator	DAX1 inh-2	sPLA2-III inh	ssDAF12 agonist	GAA850 FXN act	SMARCA2 act
COC(=O)[C@]1(Cc2ccccc2)N[C@H](CN(C)C(=O)c2ccc(C)cc2)[C@@H]2C(=O)N(Cc3ccccc3)C(=O)[C@@H]21	0.1	0.1	0.8	0.9	-1	5	-0.9	-1	-0.7	-4.0	1
O=C(C1CCCN1S(=O)(=O)c1ccc(Br)s1)N1CCc2ccccc2C1 (stereo unspecified)	-0.5	0.1	0.1	-3.5	-4	-9	nt	-4	-1.2	nt	-4
COc1ccccc1Nc1nc(C2(C)CCC(=O)O2)cs1 (stereo unspecified)	-0.2	-0.2	5.2	2.8	-1	-8	0.5	-4	-0.2	2.3	4
COCCNCCCCOc1ccc(C)cc1[N+](=O)[O-]	-0.5	0.5	-0.2	0.4	0	5	0.3	10	-1.0	1.4	-1
CCOc1ccc(CN2CCN(C3CCSCC3)CC2CCO)cc1 (stereo unspecified)	0.6	-0.2	-0.5	0.2	7	-3	0.1	6	-1.4	2.0	-2
O=C(C1=C(O)C(=O)N(CCN2CCOCC2)C1c1cccc([N+](=O)[O-])c1)c1cc2ccccc2o1 (stereo unspecified)	0.0	-0.2	-1.1	0.3	0	1	1.0	2	-0.6	-1.5	-2
CCC(C)(C)C1CCc2[nH]nc(C(=O)NCc3ccc(Cl)cc3)c2C1 (stereo unspecified)	0.0	0.3	0.2	-1.6	-1	-7	0.9	-2	-1.0	-1.1	0
Cc1cn([C@H]2C[C@H](O)[C@@H](CNC/C=C/c3ccccc3[N+](=O)[O-])O2)c(=O)[nH]c1=O	-0.5	-0.2	0.6	2.5	1	5	0.7	7	0.1	3.4	-3
COc1cc(-c2cc(C(=O)Nc3ccc(N4CCOCC4)cc3)c3ccccc3n2)cc(OC)c1OC	0.0	-1.3	-5.4	-1.5	3	5	-2.5	-2	-1.8	-4.2	-2
CN(C(=O)COC(=O)COc1ccc(N(C)S(=O)(=O)c2ccc(Cl)cc2)cc1)c1ccccc1	1.0	0.6	-3.0	-0.5	-9	-3	0.5	-5	-0.7	1.2	-3
Cc1ccc(S(=O)(=O)N(CC(=O)c2ccc(Cl)cc2)C(=O)N2CCN(C)CC2)cc1	0.3	0.2	0.0	0.4	-1	-4	0.4	3	-1.1	1.2	-2
COc1ccc(Cc2noc(CN(C)Cc3cccc(-n4cccn4)c3)n2)cc1OC	-0.5	-1.1	-4.0	-2.3	3	8	-0.9	0	-1.4	2.6	-1
Cc1nnc(SCc2cccc([N+](=O)[O-])c2)o1	-0.2	0.3	-0.8	0.1	-1	1	-0.3	7	-0.8	2.1	-7
CC(C)c1ccc(C(=O)CSc2ncn[nH]2)cc1	-0.2	0.7	4.1	0.3	2	-6	3.5	-52	-0.9	6.0	2
Cc1cccc(NS(=O)(=O)c2ccc3c(c2)NC(=O)CO3)c1C	-0.2	-0.1	-2.1	-1.9	0	-3	-0.3	-8	-1.4	0.6	0
C=CCN=C1CC(C)(C)CC(=O)/C1=C(\O)c1ccccc1	0.3	0.0	1.4	-0.7	3	1	-0.1	2	-1.2	3.1	3
Cc1ccc(OCc2nn3c(C4CCCCC4)nnc3s2)cc1	-0.1	-1.3	-4.4	-2.0	4	1	nt	12	-1.1	nt	-6
O=C(CCNS(=O)(=O)c1ccc(Cl)cc1)N1CCCCCC1	-0.3	0.0	0.5	2.8	-1	0	0.6	1	-1.1	0.7	1
COc1ccc(CC2(CO)CCN(Cc3cnn(-c4ccccc4)c3)CC2)cc1	-0.1	-0.7	-3.6	-1.5	-7	-1	-0.8	-10	-1.7	-0.4	0
CCC(C)C1C(C#N)=C(N)OC2=C1C(=O)CC(C)(C)C2 (stereo unspecified)	-0.8	0.2	-0.6	-1.4	1	0	-0.7	1	-0.5	0.4	-2
O=C(Nc1nnc(SCC(=O)N2CCOCC2)s1)c1ccccc1Cl	0.4	1.9	1.6	3.7	nt	nt	-0.7	12	-0.6	-0.3	1
Cc1ccc(S(=O)(=O)n2nc(-n3c(C)ccc3C)c3c(F)cccc32)c2ccccc12	-0.3	-0.1	0.9	1.5	-12	0	nt	0	-1.2	-0.4	-3
O=C(CSc1nnnn1-c1cccnc1)Nc1ccc(F)cc1F	-0.3	-0.2	0.4	1.0	1	0	0.4	0	-1.1	-0.1	1
OC(COc1ccc(Br)cc1)CN1CCN(c2ccccc2)CC1 (stereo unspecified)	0.0	-0.3	-0.9	0.1	1	2	1.3	-3	-1.6	-1.0	-2
CC12C(=O)N(CCC(=O)O)C(=O)C1C1C=CC2C1 (stereo unspecified)	-0.2	-0.1	-0.3	2.5	1	2	0.0	-1	-0.7	0.1	1

Part of the list above, as labelled records.
SMILES: O=C(C1=C(O)C(=O)N(CCN2CCOCC2)C1c1cccc([N+](=O)[O-])c1)c1cc2ccccc2o1 (stereo unspecified)
  KLK7 zymogen act = 0.0	DAX1 inh-1 = -0.2	hgDAF12 agonist = -1.1	hcDAF-12 act = 0.3	GC-A act = 0	NPR2 activator = 1	DAX1 inh-2 = 1.0	sPLA2-III inh = 2	ssDAF12 agonist = -0.6	GAA850 FXN act = -1.5	SMARCA2 act = -2

SMILES: Cc1cn([C@H]2C[C@H](O)[C@@H](CNC/C=C/c3ccccc3[N+](=O)[O-])O2)c(=O)[nH]c1=O
  KLK7 zymogen act = -0.5	DAX1 inh-1 = -0.2	hgDAF12 agonist = 0.6	hcDAF-12 act = 2.5	GC-A act = 1	NPR2 activator = 5	DAX1 inh-2 = 0.7	sPLA2-III inh = 7	ssDAF12 agonist = 0.1	GAA850 FXN act = 3.4	SMARCA2 act = -3

Single entries from above.
O=C(CCNS(=O)(=O)c1ccc(Cl)cc1)N1CCCCCC1 in ssDAF12 agonist → -1.1
COCCNCCCCOc1ccc(C)cc1[N+](=O)[O-] in hgDAF12 agonist → -0.2
Cc1ccc(OCc2nn3c(C4CCCCC4)nnc3s2)cc1 in NPR2 activator → 1
O=C(C1=C(O)C(=O)N(CCN2CCOCC2)C1c1cccc([N+](=O)[O-])c1)c1cc2ccccc2o1 (stereo unspecified) in SMARCA2 act → -2
Cc1nnc(SCc2cccc([N+](=O)[O-])c2)o1 in SMARCA2 act → -7

(more compounds)
SMILES	KLK7 zymogen act	DAX1 inh-1	hgDAF12 agonist	hcDAF-12 act	GC-A act	NPR2 activator	DAX1 inh-2	sPLA2-III inh	ssDAF12 agonist	GAA850 FXN act	SMARCA2 act
Cc1nnc(SCC(=O)NCc2ccc(Cl)cc2)[nH]c1=O	-0.1	0.1	-1.8	-1.0	2	-4	-1.1	4	-1.0	-0.1	-1
C[C@@H]1CN([C@@H](C)CO)C(=O)c2cc(NC(=O)C3CCCCC3)ccc2O[C@@H](C)CCCCO[C@@H]1CN(C)Cc1ccncc1	-0.6	0.6	0.6	-0.6	3	2	0.0	-4	-1.2	-1.7	-3
CC(C)(C)OC(=O)N1CCC[C@H]1c1nnc(SCc2c(Cl)cccc2Cl)o1	-0.7	-0.4	-2.9	-2.0	1	1	-0.4	-6	-1.3	1.2	0
O=C(Cn1cnc(S(=O)(=O)N2CCCCC2)c1)Nc1ccc(OC(F)(F)F)cc1	0.0	-0.5	0.0	1.3	4	0	0.3	2	-1.1	-0.9	-3
CCc1nn(C(C)C(=O)NCc2cccc(OC)c2)c(=O)c2cc3occc3n12 (stereo unspecified)	0.3	-0.3	0.6	-0.7	-2	-4	0.1	1	-0.5	-2.2	0
Cc1ccc(NC(=O)c2nc[nH]c2C(=O)N(C)Cc2ccccc2)cc1	0.4	-1.2	-1.4	-1.3	-2	0	-1.7	-27	-1.5	0.7	3
Cc1nc2nc(SCC(=O)NCCCN3CCCC3)nn2c(C)c1Cc1ccccc1Cl	-0.3	1.1	-1.0	0.8	0	0	0.1	1	-1.1	1.1	-2
CCCN1CCC(NC(=S)Nc2cccc(Cl)c2Cl)CC1	-0.2	1.5	-1.4	-0.4	-3	1	-1.1	8	-1.0	2.0	-2
C/C(=N\Nc1nc(-c2cc(C)ccc2C)cs1)c1cc2ccccc2oc1=O	-0.7	0.1	1.2	-1.0	1	-1	0.0	-4	-1.6	2.7	-5
O=C(NCc1cccnc1)c1cc(C2CCCCN2C(=O)c2ccccc2)on1 (stereo unspecified)	0.3	-0.4	-0.2	-0.9	-1	-2	nt	0	-1.1	2.4	0
CCOc1ccccc1NC(=O)/C(C#N)=C/c1c(C)nn(-c2ccccc2)c1Cl	0.0	-0.6	1.0	-1.3	-6	-1	0.2	-17	-1.3	0.6	-4
O=C(c1ccc(Cl)c(S(=O)(=O)NCc2ccco2)c1)N1CCN(c2ccc(F)cc2)CC1	0.6	-1.8	-3.0	-1.4	-3	3	0.2	-10	-1.6	-1.9	-1
N#Cc1c(/N=C/c2ccco2)sc2c1CCCCC2	0.2	0.7	-0.7	0.2	-3	1	-1.3	6	-0.9	5.5	0
CCS(=O)(=O)c1ccc2c(c1)N(S(=O)(=O)c1ccc(OC)cc1)CC(C(=O)O)O2 (stereo unspecified)	0.6	0.0	-0.1	-1.3	6	6	0.8	2	-1.0	-0.6	8
COC(=O)Cn1c(=O)cnc2ccccc21	0.1	0.0	-1.2	0.8	8	8	-0.3	7	-0.9	1.9	-1
O=C(CNC(=O)c1ccc(Cl)cc1Cl)OCc1cn2cc(Br)ccc2n1	0.3	1.1	-0.6	0.2	-1	-4	1.3	2	-0.5	0.1	-3
CCc1ccc(C2C(C#N)=C(N)Oc3cc(N)ccc32)cc1 (stereo unspecified)	1.4	-0.6	-0.3	-1.3	39	-4	-1.8	-4	-1.0	1.4	0
COCCCNC(=O)c1c(N)n(-c2ccc(S(N)(=O)=O)cc2)c2nc3ccccc3nc12	-101	-0.1	-1.5	0.3	-5	-1	-0.7	4	-1.1	-2.6	-2
CCOc1ccc(NC(=O)CSc2nc3c(c(=O)n2C)SC(C)C3)cc1 (stereo unspecified)	0.7	-3.3	-0.8	-1.9	-5	1	0.1	0	-1.7	-1.5	-1

Screens (PubChem)
